GBA enhancer: GBA activity enhancers in patient fibroblasts, primary screen, cell-based | L444P Gaucher fibroblasts, 4-MU-glucoside fluorescence, 3 days | activation, % at 10 µM | 30,000 compounds, 0.44% hits; in the data active = activation above about 65%;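 note: 0% = vehicle wells and 100% = positive control wells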
Target sequence (P04062 whole entry L483P): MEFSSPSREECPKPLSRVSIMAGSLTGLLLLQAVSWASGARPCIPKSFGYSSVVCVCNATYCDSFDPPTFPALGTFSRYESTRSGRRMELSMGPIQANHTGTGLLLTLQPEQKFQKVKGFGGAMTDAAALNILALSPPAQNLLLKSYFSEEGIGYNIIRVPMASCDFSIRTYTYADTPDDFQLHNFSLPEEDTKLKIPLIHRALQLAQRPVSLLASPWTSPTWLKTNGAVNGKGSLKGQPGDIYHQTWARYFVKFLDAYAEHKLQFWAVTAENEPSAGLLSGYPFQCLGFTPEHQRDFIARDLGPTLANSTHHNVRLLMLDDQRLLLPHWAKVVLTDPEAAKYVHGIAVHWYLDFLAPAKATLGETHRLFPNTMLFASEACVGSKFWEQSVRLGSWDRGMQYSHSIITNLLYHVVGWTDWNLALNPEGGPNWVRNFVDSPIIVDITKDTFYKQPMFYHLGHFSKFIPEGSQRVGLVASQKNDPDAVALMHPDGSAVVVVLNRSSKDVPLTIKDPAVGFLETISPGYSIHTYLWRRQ
Numbers without * were called inactive. Some of the compounds tested; count on the stated rates, not on these rows.

Start of the listing, in advance, 2 compounds:
SMILES	GBA enhancer
N#Cc1c(NC(=O)CSCC(=O)O)sc2c1CCCC2	7
C=CCNC(=O)CN1CCC(O)(c2ccc(F)cc2)CC1	-41

Main list, repeating the preview:
SMILES	GBA enhancer
N#Cc1c(NC(=O)CSCC(=O)O)sc2c1CCCC2	7
C=CCNC(=O)CN1CCC(O)(c2ccc(F)cc2)CC1	-41
CC(O)/C=C/c1cccc[n+]1C (stereo not given)	42
O=C(CN1CCCCCC1)Nc1cccc2c1OCO2	-10
COc1ccc(C(=O)Nc2ccc(S(=O)(=O)N3CCCCC3)cc2)cc1OC	-9
COc1ccccc1NC(=O)c1cc(S(=O)(=O)N2CCC3(CC2)OCCO3)ccc1F	-40
O=C(Nc1ccn(Cc2ccc(Cl)cc2)n1)c1ccc2c(c1)OCO2	-5
CCOc1ccccc1NC(=O)Cn1cnc2c(cnn2-c2ccc(C)c(C)c2)c1=O	-7
CC1=CC(=C2C(=O)c3ccccc3C2=O)C=C(C)O1	9
Cc1cc(C)n2nc(SCc3cc(=O)n4ccccc4n3)nc2n1	6
COC(=O)CS(=O)(=O)c1ccc2c(c1)CC(=O)N2	-5
CCOC(=O)CCC(=O)OCC(=O)NC(C)C1CC2CCC1C2 (stereo not given)	-27
O=C(NCc1ccco1)c1nc2ncccn2n1	-13
Cc1nnc(C)n1/N=C/c1cccc(Oc2ccccc2)c1	42
Cc1ccccc1NS(=O)(=O)c1cc(C(=O)N2CCCC2)ccc1C	-11
N=c1ccn(Cc2ccc(Cl)cc2)cc1	-44
O=C(CSc1nc2c(c(=O)n1-c1ccc(F)cc1)SCC2)N1CCCC1	5
O=C(COc1ccc(S(=O)(=O)NCCc2ccccc2)cc1)N1CCCC1	-2
Cc1noc(C)c1C(=O)OCC(=O)NCCc1ccc(Cl)cc1	-2
Cn1c(=O)cc(SCC(=O)NCc2cccnc2)c2ccccc21	-15
Clc1c(-c2nnc3n2CCC3)sc2ccccc12	-7
O=C(CSc1nnc(C2CC2)n1Cc1ccccc1)N1CCN(S(=O)(=O)c2ccccc2)CC1	-1
CC1(C)OC(=O)C2(Cc3ccccc3N3CCCCC32)C(=O)O1 (stereo not given)	-58
CCOC(=O)c1ccc(Nc2ccc(-c3ccc(OC)c(OC)c3)nn2)cc1	-13
CC(CCO)Nc1nc2c(c(=O)n(C)c(=O)n2C)n1Cc1cccc(Br)c1 (stereo not given)	-1
Cc1ccc2[nH]c(=O)c(CN(Cc3nnnn3C3CCCC3)C3CCCCC3)cc2c1	-6
COc1ccc(Cl)cc1NC(=O)CSc1nnc(COc2ccccc2)n1N	4
CC(C)CCn1nnnc1C(c1ccc(N(C)C)cc1)N1CCN(C(=O)c2ccco2)CC1 (stereo not given)	-16
CCOC(=O)N1CCN(C(=O)c2ccc3c(=O)n(-c4ccc(OC)cc4OC)c(=S)[nH]c3c2)CC1	-14
CCOc1ccc(CCNC(=O)C2CCN(S(=O)(=O)CC)CC2)cc1OCC	-8
Cc1cc2cc(C(c3nnnn3Cc3ccco3)N3CCc4ccccc4C3)c(=O)[nH]c2cc1C (stereo not given)	4
COc1ccc(CNC(=O)Nc2cccc(C)c2)cc1	11
CN(C(=O)C1CCCO1)c1nnc(-c2ccncc2)s1 (stereo not given)	-10
COCCn1c(=O)c2c3c(sc2n(CC(N)=O)c1=O)CCCC3	-6
O=C(Nc1nnc(-c2ccco2)s1)C1CCCCC1	8
Cc1cc(C)n2nc(S(=O)(=O)N(C)Cc3ccccc3)nc2n1	-10
COc1ccc2c(CN(C)c3ccccc3)cc(=O)oc2c1	-4
O=C(Nc1ccccc1C(F)(F)F)c1cc(-c2cccc(O)c2)on1	10
COc1ccc(CC(=O)OC(C)CN2CCCC2)cc1 (stereo not given)	-10
CC(C)CCNC(=O)C(C)N(Cc1ccc(F)cc1)C(=O)c1ccc(CN2CCCCC2)o1 (stereo not given)	-12
Cc1ccc(NC(=O)CNc2cccc(C)c2C)c(C)c1	-8
Cc1sc2ncnc(N[C@@H](CCC(=O)O)C(=O)O)c2c1C	-50
CCOC(=O)c1c(C)[nH]c(NC(=O)Nc2c(C)n(C)n(-c3ccccc3)c2=O)c1C	-2
COCCSc1ccccc1C(=O)Nc1cc(C)on1	2
COc1ccc(NS(=O)(=O)c2ccc3oc4ccccc4c3c2)cn1	-22
O=C(Nc1nnc(C2CC2)s1)c1cc(-c2ccccc2)nn1-c1ccccc1	-21
CC(=O)c1cc2c(cc1NC(=O)CCn1cccc1)OCO2	-1
COc1ccc2nc(C)[nH]c(=O)c2c1	-30
O=C(NC1CCCCC1)C(c1cccs1)N(CC1CCCO1)C(=O)c1csnn1 (stereo not given)	18
O=C(Cc1c[nH]c2ccccc12)Nc1nccs1	1
COc1cc(SC)ccc1C(=O)Nc1ccc2c(c1)CCN2S(C)(=O)=O	7
O=C(Nc1nc2c(s1)CCCC2)c1ccc(Br)s1	22
CCN(CC)CCNC(=O)c1c(O)c2cccc3c2n(c1=O)CCC3	-12
Cc1nn(C)cc1CNC(=O)c1ccccc1Br	11
COc1ccc(NC2CC(=O)NC2=O)cc1 (stereo not given)	3
CCN(CC(=O)O)S(=O)(=O)c1cc(Cl)ccc1Cl	-9
COc1cccc(=O)c2c(C)n(C)c(C)c12	-10
COc1cc(C(=O)Nc2nnc(-c3sccc3C)s2)cc(OC)c1OC	-2
CCOC(=O)C1CCN(C(=O)c2c(-c3c(Cl)cccc3Cl)noc2C)CC1	-12
COc1ccccc1Cn1c(=O)c2ccccc2n2c(SCC(=O)N3CCCCC3)nnc12	11

2 compounds drawn at random from the list so far, as already listed:
SMILES	GBA enhancer
CC(C)CCn1nnnc1C(c1ccc(N(C)C)cc1)N1CCN(C(=O)c2ccco2)CC1 (stereo not given)	-16
COc1ccc(NS(=O)(=O)c2ccc3oc4ccccc4c3c2)cn1	-22

Remaining list, next part.
SMILES	GBA enhancer
COc1ccc(N2CC(C)Cn3c2nc2c3c(=O)n(Cc3ccccc3F)c(=O)n2C)c(OC)c1 (stereo not given)	13
Cc1noc(NS(=O)(=O)c2ccc(NC(=O)CS(=O)(=O)c3ccccc3)cc2)c1C	-3
CCOC(=O)N1CCC(Nc2nc3ccccc3nc2NS(=O)(=O)c2ccc(Cl)cc2)CC1	-11
CNC(=O)c1cc2c(=O)n3cccc(C)c3nc2n1C	-20
CC(=O)c1c(NCCc2ccccc2)cc(C)oc1=O	-43
CC1CN(C(=O)CSc2ncnc3sccc23)CC(C)O1 (stereo not given)	-17
COc1ccccc1NC(=O)C(C)NS(=O)(=O)c1ccc(F)cc1 (stereo not given)	6
COc1ccccc1OCC(=O)NCc1ccco1	-18
O=C1CC(c2ccc(F)cc2)Cc2nc(N3CCc4ccccc43)ncc21 (stereo not given)	11
Cc1cc(OCC(=O)N2CCOCC2)c(C(C)C)cc1Cl	19
Cn1c(=O)cc(SCC(=O)N2CCN(C(=O)c3ccco3)CC2)c2ccccc21	-3
O=S(=O)(Nc1ccc(S(=O)(=O)N2CCCCC2)cc1)c1cccs1	-17
CCCCN(CC)CCCNC(=O)CC1Nc2ccccc2NC1=O (stereo not given)	-63
CN(C)c1nc(OCCOC(=O)COc2ccc(Cl)cc2Cl)nc(N(C)C)n1	17
CCOC(=O)n1c(=O)oc2cc(S(=O)(=O)N3CCCCC3)ccc21	-4
O=C(C1CCCO1)N(c1cccc(Cl)c1)C1C=CS(=O)(=O)C1 (stereo not given)	-4
CCn1c(=O)cc(OCC(=O)NCC2CCCO2)c2ccccc21 (stereo not given)	-49
O=C(O)c1ccc(CSc2nc3ccccc3o2)cc1	-5
Cc1nc2cc(NC(=O)Nc3ccc(N4CCOCC4)cc3)ccc2n1C	-4
CCN(C(C)=O)c1nc(CSc2nnc(NC(C)C)s2)cs1	-11
CCOC(=O)C(Cc1ccccc1)NC(=O)CNC(C)=O (stereo not given)	-2
CN(Cc1ccccc1)C(=O)CNC(=O)Cn1cnc2ccccc2c1=O	-8
COc1ccc(N(C(C)=O)C2C=CS(=O)(=O)C2)c(OC)c1 (stereo not given)	-24
COc1ccc(N2CCN(C(=O)CCCC3=NS(=O)(=O)c4ccccc4N3)CC2)cc1	8
COCCN1Cc2cccc(C(=O)Nc3ccc(S(=O)(=O)N4CCCCC4)cc3)c2C1=O	3
O=C(Oc1ccc(N(Cc2cccs2)C2=NS(=O)(=O)c3ccccc32)cc1)c1ccco1	-6
O=C(Nc1ccccc1C(F)(F)F)N1CCCC(O)C1 (stereo not given)	-19
O=C(NCc1cccs1)c1nn2cccnc2c1Cl	-5
Cc1ccc(S(=O)(=O)N2CCN(C(=O)CCC(=O)NC3CCCc4ccccc43)CC2)cc1 (stereo not given)	-8
COc1ccc(OC)c(NC(=O)CSc2nnc(-c3ccco3)n2-c2ccccc2)c1	-10

6 entries already listed, ordered by molecular weight, lowest first.
SMILES	GBA enhancer
COc1ccc(NC2CC(=O)NC2=O)cc1 (stereo not given)	3
O=C(CN1CCCCCC1)Nc1cccc2c1OCO2	-10
Cc1ccc(NC(=O)CNc2cccc(C)c2C)c(C)c1	-8
Cc1ccccc1NS(=O)(=O)c1cc(C(=O)N2CCCC2)ccc1C	-11
CCOC(=O)c1ccc(Nc2ccc(-c3ccc(OC)c(OC)c3)nn2)cc1	-13
CCOC(=O)N1CCN(C(=O)c2ccc3c(=O)n(-c4ccc(OC)cc4OC)c(=S)[nH]c3c2)CC1	-14

Some of the entries so far, as labelled records.
O=C1CC(c2ccc(F)cc2)Cc2nc(N3CCc4ccccc43)ncc21 (stereo not given)
  GBA enhancer: 11
Cc1cc(OCC(=O)N2CCOCC2)c(C(C)C)cc1Cl
  GBA enhancer: 19

(cont.)
SMILES	GBA enhancer
O=C(c1cnn2c(C(F)(F)F)cc(-c3ccco3)nc12)N1CCc2ccccc2C1	-13
Cc1cc(=S)n(-c2ccccc2)n1C	-13
O=C(c1ccc2c(c1)OCO2)N1CCCc2ccccc21	1
CCOC(=O)CSc1nnc(CNC(=O)c2cccc(C)c2)n1-c1ccccc1OC	-16
C=C(Cl)COc1ccc2c(C)cc(=O)oc2c1	-8
C/C(=N\O)C(=O)NCc1ccccn1	22
O=C(O)c1ccc2cccc(Cl)c2c1O	5
N#Cc1c(NC(=O)CSc2ncnc3c2cnn3-c2ccccc2Cl)sc2c1CCCC2	-9
Cn1nnnc1SCC(=O)Nc1cc(C(C)(C)C)nn1-c1ccccc1	-3
Cc1cc(OC(=O)c2ccc(S(=O)(=O)N(C)C)cc2)cc(=O)o1	5
c1ccc(-c2nn3c(Cn4nnc5ccccc54)nnc3s2)cc1	-7
Cn1c(=O)[nH]c(=O)c2c1nc(CN1CCN(c3ccc(F)cc3)CC1)n2CCN1CCOCC1	-9
COC(=O)C1=C(C)N(c2ccc(OC)c(OC)c2)C(=O)C1	-14
C=CCn1c(SCC(=O)Nc2ccc(C(=O)OC(C)C)cc2)nnc1-c1cccs1	-63
CC(C)CCNC(=O)[C@H](CC(C)C)NC(=O)[C@H]1O[C@@H]1C(=O)O	2
CCOC(=O)N1CCN(CC(=O)Nc2cc(C)nn2-c2nc3ccccc3s2)CC1	-1
Cc1cc(=O)oc2cc(NC(=O)CCCC(=O)O)ccc12	12
Cc1cccc(-c2noc(Cc3ccc(Cl)cc3)n2)c1	-12
CCOC(=O)c1c(NC(=O)CSc2nnc(CN3CCOCC3)n2C)sc2c1CCCC2	-8
Clc1cccc(Nc2c3c(nc4ncnn24)CCC3)c1	-18
COCCn1nnnc1C(c1cccs1)N1CCN(c2nc3ccccc3s2)CC1 (stereo not given)	3
COc1cc(OC)c(C(=O)Nc2ccc(S(=O)(=O)Nc3ncccn3)cc2)cc1OC	3
O=C(c1csc2c1CCCC2)N1CCN(c2ccccc2)CC1	-24
COc1ccc(N2CCN(Cc3nc(-c4ccc(Cl)cc4Cl)no3)CC2)cc1	-25
COC(=O)c1cn(NC(=O)c2ccncc2)c(=O)c2ccccc12	74*
CCSc1cc(C2C(C#N)=C(N)OC(C)=C2C(=O)OC)c(C)o1 (stereo not given)	3
CCOC(=O)c1ccc2c(c1)nc(SCC(=O)N1CCCCC1)n2CC	3
CCn1c(NCc2cc(OC)ccc2OC)nc2ccccc21	-50
Cn1c(=O)cc(OCC(=O)Nc2ccccn2)c2ccccc21	-61
COc1ccc(NC(C)=O)cc1NC(=O)CN1CCN(S(=O)(=O)c2ccc(C(C)C)cc2)CC1	-11
CCC(C)C(=O)N1CCc2cc(-c3csc(N)n3)ccc21 (stereo not given)	23
O=C(CN1C(=O)c2ccccc2C1=O)Nc1nnc(C2CCCO2)s1 (stereo not given)	-9
Cc1ccc(NC(=O)c2cc(-c3ccco3)on2)cc1C	3
Cc1cc(C(=O)CC#N)c(C)n1CC(F)(F)F	-5
O=C(Nc1ccc(Cl)cc1)N1CCC(c2nc(-c3cccs3)no2)CC1	-2
Cc1nnc(NC(=O)c2ccc3c(c2)C(=O)N(CC2CCCO2)C3=O)s1 (stereo not given)	-7
O=C(CC12CC3CC(CC(C3)C1)C2)NCO	-6
COc1ccc(-c2ccc(SCC(=O)NCc3ccco3)nn2)cc1	3
COC(=O)c1ccccc1S(=O)(=O)N(CCCO)Cc1cc2c(C)ccc(C)c2[nH]c1=O	-20
Cc1cccc(C)c1NC(=O)CS(=O)CC(=O)NC1CCN(Cc2ccccc2)CC1 (stereo not given)	-10
COc1cccc(N2CC(C)Cn3c2nc2c3c(=O)n(CCN3CCOCC3)c(=O)n2C)c1 (stereo not given)	2
O=C(C1CCN(S(=O)(=O)c2cccc3nsnc23)CC1)N1CCc2ccccc2C1	1
CCCCCn1c(=NC(C)=O)c(C#N)cc2c(=O)n3ccccc3nc21	-7
